Spn DPM-DC inh – inhibitors of Streptococcus pneumoniae diphosphomevalonate decarboxylase; purified DPM-DC, PK/LDH coupled NADH fluorescence; calls only at 10 µM; actives 0.49% (n = 65,000); AID 556;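 active = the 320 compounds with the highest percent inhibition in the single-dose primary screen, excluding strongly autofluorescent ones, cut at about 32% in these data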;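 note: kinetic rate of NADH fluorescence loss reporting ADP formed by the decarboxylase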
HT1080 viability – cytotoxicity in HT1080 fibrosarcoma cells, cell-based, fluorescence readout (AID 620) | HT1080 viability, fluorescence; higher % means a stronger effect | cytotoxicity, % at 10 µM; hits with a dose series show EC50 in µM | actives 0.42% (n = 87,000);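 note: cells exposed to compound overnight then 4 h with Alamar Blue; 0% = vehicle DMSO and 100% = killing control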
LYP inhibition – inhibition of human PTPN22 tyrosine phosphatase – biochemical, DiFMUP fluorescence, recombinant catalytic domain, 10 µM, primary screen (AID 606); recombinant LYP catalytic domain, DiFMUP fluorescence; higher % means a stronger effect; inhibition, % at 10 µM; hits with a dose series show IC50 in µM; 52,000 tested, under 10 active;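 active = IC50 under 40 µM in the dose-response test; inactive = IC50 of 40 µM or more, or never dose-tested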
Alkaline phosphatase – human TNAP enzyme inhibitors, biochemical, luminescent (AID 518); purified TNAP enzyme, luminescent substrate readout; higher % means a stronger effect; inhibition, % at 20 µM; hits with a dose series show IC50 in µM; actives 0.09% (n = 64,000); in the data active = a potency from the dose series; inactive = the rest, 99 in 100 with inhibition below about 22%;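 note: plate controls were vehicle for no effect and reference inhibitor for full effect; many of its hits are not listed in these tables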
HPDE-C7 viability – cytotoxicity in HPDE-C7 cells, cell-based, fluorescence, HTS (AID 430). HPDE-C7 pancreatic duct cells viability, fluorescence; higher % means a stronger effect. cytotoxicity, % at 10 µM; hits with a dose series show EC50 in µM. actives 1.8% (n = 63,000);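 note: cells exposed to compound for 48 hours before viability readout; 0% = vehicle and 100% = reference cytotoxic drug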
Spn PMK inh – inhibitors of Streptococcus pneumoniae phosphomevalonate kinase; purified PMK, PK/LDH-coupled NADH absorbance 340 nm; inhibition, % at 10 µM; actives 0.49% (n = 65,000); AID 539;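 active = top-ranked compounds by inhibition in the single 10 µM screen, taking a fixed number of the strongest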;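 note: 0% = full reaction with DMSO carrier and 100% = background rate without enzyme reaction; no value below 0 was filed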
HPDE-C7K KRASV12 – viability loss of HPDE-C7K cells – cell-based, fluorescence, HTS, primary screen (AID 431); actives 1.7% (n = 63,000); cytotoxicity, % at 10 µM, or EC50 in µM where a hit was titrated; HPDE-C7K KRASV12 cells, Alamar Blue viability, 48 h; higher % means a stronger effect;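 active = compounds whose percent cytotoxicity in the single-dose primary screen, scaled between solvent and toxic-drug controls, exceeds 50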;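 note: 0% = DMSO solvent wells and 100% = doxorubicin-treated wells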
Bfl-1 inhibitors – displacement of Bid BH3 peptide from Bfl-1 – biochemical, fluorescence polarization, FITC-Bid, mouse, primary screen (AID 432). FITC-Bid BH3 peptide fluorescence polarization displacement; higher % means a stronger effect. displacement, % at 20 µM; hits with a dose series show IC50 in µM. actives 0.02% (n = 64,000); in the data active = a potency from the dose series; inactive = the rest, 99 in 100 with displacement below about 15%; note: strong numbers were not always called active
MK inhibit – blocks S. pneumoniae mevalonate kinase. purified MK, PK/LDH-coupled NADH absorbance 340 nm. inhibition, % at 10 µM. actives 0.48% (n = 65,000);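 active = ranked among the strongest by inhibition in the single 10 µM screen, a fixed top-ranked set picked for dose follow-up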; note: no value below 0 was filed
Spn PMK inh pilot replicates – also measured in Spn PMK inh; calls as there; inhibition, %; measured here: pilot screen replicates
MK inhibit pilot replicates – further read-out of MK inhibit, marked with its call; inhibition, %; measured here: pilot screen replicates
Spn DPM-DC inh pilot screen % – second read-out of Spn DPM-DC inh, no call of its own (marks repeat the call); inhibition, %; measured here: pilot screen trials
The depositor's hits bear a star; i = inactive; x = no result given. Cut-off read from the data, not from the text of the source, unless noted: active = cytotoxicity above about 50%; inactive = the rest.

The first 2 entries (preview)
SMILES	Spn DPM-DC inh	HT1080 viability	LYP inhibition	Alkaline phosphatase	HPDE-C7 viability	Spn PMK inh	HPDE-C7K KRASV12	Bfl-1 inhibitors	MK inhibit	others
OCCn1c(-c2ccc3c(c2)OCO3)csc1=Nc1ccccc1	i	-4.0%	5.8%	11.3%	12.6%	6.0	19.7%	0.1%	9.0	Spn PMK inh pilot replicates=0.0;MK inhibit pilot replicates=0.0;Spn DPM-DC inh pilot screen %=0.5
CC(C)COC(=O)N1CCCC1C(=O)Nc1nccs1 (centres undefined)	i	-4.6%	4.8%	5.8%	-17.4%	10.0	-7.9%	-1.0%	0.0

The listing, repeating the preview:
SMILES	Spn DPM-DC inh	HT1080 viability	LYP inhibition	Alkaline phosphatase	HPDE-C7 viability	Spn PMK inh	HPDE-C7K KRASV12	Bfl-1 inhibitors	MK inhibit	others
OCCn1c(-c2ccc3c(c2)OCO3)csc1=Nc1ccccc1	i	-4.0%	5.8%	11.3%	12.6%	6.0	19.7%	0.1%	9.0	Spn PMK inh pilot replicates=0.0;MK inhibit pilot replicates=0.0;Spn DPM-DC inh pilot screen %=0.5
CC(C)COC(=O)N1CCCC1C(=O)Nc1nccs1 (centres undefined)	i	-4.6%	4.8%	5.8%	-17.4%	10.0	-7.9%	-1.0%	0.0
Cc1cc(N2CCCC2=O)cc(C)c1S(N)(=O)=O	i	-1.4%	-4.2%	12.5%	-3.5%	0.0	-2.9%	-4.0%	10.0
Cc1noc(C)c1S(=O)(=O)N1CCCC(C(=O)N2CCC(C)CC2)C1 (centres undefined)	i	-0.4%	x	-1.4%	-15.2%	12.0	-2.2%	-7.0%	2.0
CN(Cc1ccccc1)C(=O)CCn1c(=O)oc2ccccc21	i	5.9%	5.6%	3.3%	1.2%	0.0	4.6%	-3.4%	9.0
O=C1C(=O)N(CCN2CCOCC2)C(c2ccccn2)/C1=C(/O)c1ccc(F)cc1 (centres undefined)	i	-0.3%	-4.7%	13.2%	-0.3%	4.0	-2.2%	3.2%	14.0
CCn1c(SCc2nc3ccccc3[nH]2)nnc1-c1ccccc1OC	i	-10.2%	x	-32.1%	-14.9%	2.0	-20.8%	-11.4%	2.0
Cc1ccnc(N2CCC(C(=O)Nc3ccc4c(c3)OCO4)CC2)n1	i	2.6%	x	-1.5%	-2.5%	12.0	0.2%	-2.4%	9.0
CN(C1CCCCC1)S(=O)(=O)c1ccc(NC(=O)C2CCCCC2C(=O)O)cc1 (centres undefined)	i	-1.8%	12.7%	12.2%	1.8%	1.0	-5.7%	8.6%	10.0
CCOC(=O)c1cnc(-n2nc(C)cc2C)nc1NC1CCCCC1	i	-27.7%	x	12.4%	x	10.0	x	-6.1%	8.0
CN1C(=O)CC(N2CCN(c3ncccn3)CC2)C1=O (centres undefined)	i	-3.1%	7.6%	11.5%	-9.0%	0.0	7.1%	1.9%	9.0
CCC(OC(=O)c1cccs1)C(=O)NC1CCCCC1 (centres undefined)	i	9.7%	-1.0%	6.0%	-2.7%	9.0	6.0%	1.1%	14.0
COc1ccccc1-c1ccc(Nc2cccc(C(C)=O)c2)nn1	i	6.0%	7.6%	9.1%	4.5%	0.0	11.0%	0.8%	8.0	Spn PMK inh pilot replicates=2.0;MK inhibit pilot replicates=2.0;Spn DPM-DC inh pilot screen %=0.0
Cc1onc(-c2ccccc2Cl)c1C(=O)Nc1ccc(-n2nncc2-c2ccco2)cc1	i	-7.8%	x	12.1%	37.4%	8.0	27.4%	-3.8%	0.0
Cc1cccc(-c2cc3nc(C)cc(NCCCN(C)C)n3n2)c1	i	14.3%	-2.8%	12.5%	19.7%	0.0	46.3%	0.9%	6.0	Spn PMK inh pilot replicates=0.5;MK inhibit pilot replicates=4.0;Spn DPM-DC inh pilot screen %=6.0
Clc1cc(Cl)c2nc(N3CCOCC3)sc2c1	i	11.1%	5.1%	7.8%	-6.5%	16.0	-0.5%	1.4%	8.0
COC(=O)c1cc(COC(=O)c2ccc(OC)c(S(=O)(=O)N3CCCC3)c2)oc1C	i	-4.9%	3.7%	11.0%	4.7%	7.0	-12.4%	1.4%	0.0
CCCOCC(O)COc1ccccc1C(=O)N1CCOCC1 (centres undefined)	i	3.5%	x	-2.3%	-2.9%	6.0	-8.5%	-1.5%	5.0
COc1ccc(-c2ccc(SCC(=O)N3CCOCC3)nn2)cc1OC	i	2.7%	6.6%	7.8%	-10.3%	16.0	-10.3%	-2.5%	x
Cc1ccccc1Cn1nnc(C(=O)Nc2cccc(C)c2C)c1N	i	2.0%	x	8.4%	28.1%	2.0	25.1%	-3.4%	6.0
COCc1n[nH]c(=S)n1-c1cccc2ccccc12	i	-7.3%	3.0%	8.6%	-6.4%	41.0	-17.8%	-3.6%	0.0
C=CCN(C(=O)CCC(=O)Nc1cc(C)on1)C(C(=O)NC1CCCC1)c1cccnc1 (centres undefined)	i	17.7%	1.5%	5.6%	-4.1%	10.0	-2.3%	-0.5%	0.0
CCN1CCN(c2nc3ccccc3nc2C(C#N)C(=O)OCc2ccccc2)CC1 (centres undefined)	i	13.0%	3.0%	17.2%	58.0%*	14.0	42.3%	-0.4%	4.0
COC(=O)C1CCN(C(=O)c2ccc(NC(C)=O)cc2)CC1	i	-1.8%	5.0%	8.9%	-10.0%	5.0	-9.5%	-2.4%	0.0
CC(=O)c1ccc(NC(=O)CSCCO)cc1	i	9.5%	0.7%	10.5%	-12.3%	8.0	-15.8%	-9.2%	11.0
CCCn1c(NCc2ccc3c(c2)OCO3)nc2ccccc21	i	-3.1%	8.6%	11.2%	-2.6%	1.0	-18.6%	2.1%	8.0	Spn PMK inh pilot replicates=2.0;MK inhibit pilot replicates=0.0;Spn DPM-DC inh pilot screen %=4.0
CCc1c(C)sc(NC(=O)OC)c1C(=O)N1CCOCC1	x	7.2%	10.6%	4.9%	0.6%	x	3.4%	-6.9%	x
O=C(NCc1ccco1)c1cc2ccc(O)cc2oc1=O	x	1.0%	6.6%	-0.2%	-0.1%	8.0	7.2%	2.1%	9.0
Cc1ccc(NC(=O)NCC(c2cccnc2)N2CCOCC2)cc1 (centres undefined)	i	10.2%	7.2%	3.9%	-14.5%	16.0	-7.7%	-7.4%	5.0
CCOC(=O)c1ccc(N2C(=O)CC(N(C)CCc3ccc(OC)c(OC)c3)C2=O)cc1 (centres undefined)	i	-2.7%	-4.0%	15.3%	8.0%	0.0	5.9%	-0.7%	0.0	Spn PMK inh pilot replicates=1.5;MK inhibit pilot replicates=0.0;Spn DPM-DC inh pilot screen %=0.0
CN(c1ccc(OCC(=O)N2CCCCC2)cc1)S(=O)(=O)c1cccs1	i	-1.3%	85.7%	5.5%	-7.5%	0.0	-8.4%	4.0%	8.0
Cc1ccc(NC(=O)N2CCC(c3nc4c(nnn4Cc4cccc(Cl)c4)c(=O)[nH]3)CC2)cc1	i	0.1%	5.3%	8.5%	-5.3%	5.0	-5.7%	1.3%	4.0	Spn PMK inh pilot replicates=0.0;MK inhibit pilot replicates=8.0;Spn DPM-DC inh pilot screen %=0.0
O=C(CSc1nnc2ccccn12)c1ccc2c(c1)OCCO2	i	1.6%	16.7%	9.4%	-6.2%	12.0	16.2%	3.6%	5.0
COC(=O)CC1=C(C(=O)OC)C(c2cccc(OCC(N)=O)c2)C(C#N)=C(N)O1 (centres undefined)	i	-13.7%	3.6%	13.0%	-1.9%	0.0	-4.0%	-0.8%	10.0
Cn1cc(SCC(=O)Nc2nc3ccccc3s2)c2ccccc21	i	2.8%	x	14.7%	-14.3%	16.0	-12.8%	-6.1%	0.0
COc1ccccc1N1CCN(C(=O)c2sc3nc(-c4ccc(F)cc4)cn3c2C)CC1	i	-6.6%	10.1%	12.0%	8.7%	9.0	2.3%	-10.2%	0.0
CCCn1c(NC(=O)c2ccccc2)nc2ccccc21	i	5.2%	x	11.2%	-20.2%	0.0	-14.1%	1.7%	7.0
COc1ccc(CCNC(=O)c2ccncc2)cc1OC	i	-0.9%	x	10.5%	-12.2%	15.0	-13.2%	-7.8%	9.0	Spn PMK inh pilot replicates=3.0;MK inhibit pilot replicates=3.0;Spn DPM-DC inh pilot screen %=1.5
COC(=O)c1cccc(NC(=O)c2ccc(S(=O)(=O)N3CCN(C)CC3)cc2)c1	i	3.5%	x	9.9%	-17.4%	11.0	-20.2%	2.3%	9.0
Cc1cc(C)c2cc(CN(CCO)Cc3nnnn3Cc3ccccc3)c(=O)[nH]c2c1	i	4.4%	x	4.8%	-3.8%	13.0	-1.6%	-4.5%	0.0
COCCN(C(=O)CCC(=O)Nc1ccccn1)C(C(=O)NCCC(C)C)c1ccc(OC)cc1 (centres undefined)	i	-10.4%	6.2%	7.8%	-26.8%	15.0	-3.0%	-9.8%	19.0
O=C(CSc1nc(-c2ccco2)cc(C(F)(F)F)n1)NCc1cccs1	i	-8.9%	4.4%	x	x	10.0	x	x	10.0
CCC(C)[C@H](NC(=O)NCCCN1CCOCC1)C(=O)OC (some centres undefined)	i	-4.5%	-5.1%	7.2%	-8.1%	12.0	8.1%	-8.6%	9.0
CCCC(=O)Nc1cccc(NC(=O)c2ccc3c(c2)OCCO3)c1	i	-0.1%	x	19.4%	8.7%	2.0	15.2%	-7.9%	0.0
CCOC(=O)N1CCC(NS(=O)(=O)c2cc(Br)cc3c2N(C(=O)CC)CC3)CC1	i	3.6%	x	4.8%	-8.7%	0.0	-0.1%	-1.7%	11.0
CCC(C)c1ccc(OCC(=O)O)cc1 (centres undefined)	i	-1.6%	5.5%	2.1%	-7.1%	0.0	-4.8%	4.6%	3.0
COc1ccc(C2C(=O)N(C3CCCCCC3)CC(=O)N2Cc2ccccc2)cc1OC (centres undefined)	i	-3.9%	-9.3%	12.6%	-27.3%	12.0	-2.3%	-2.7%	0.0
CC(=O)Nc1ccc(S(=O)(=O)NCc2ccc3c(c2)cc(C)n3C)cc1	i	1.2%	7.8%	5.3%	4.3%	5.0	2.4%	-1.9%	9.0

Five entries picked at random from those above, as already listed:
SMILES	Spn DPM-DC inh	HT1080 viability	LYP inhibition	Alkaline phosphatase	HPDE-C7 viability	Spn PMK inh	HPDE-C7K KRASV12	Bfl-1 inhibitors	MK inhibit	others
CCCC(=O)Nc1cccc(NC(=O)c2ccc3c(c2)OCCO3)c1	i	-0.1%	x	19.4%	8.7%	2.0	15.2%	-7.9%	0.0
CCC(C)c1ccc(OCC(=O)O)cc1 (centres undefined)	i	-1.6%	5.5%	2.1%	-7.1%	0.0	-4.8%	4.6%	3.0
COCCN(C(=O)CCC(=O)Nc1ccccn1)C(C(=O)NCCC(C)C)c1ccc(OC)cc1 (centres undefined)	i	-10.4%	6.2%	7.8%	-26.8%	15.0	-3.0%	-9.8%	19.0
O=C(CSc1nc(-c2ccco2)cc(C(F)(F)F)n1)NCc1cccs1	i	-8.9%	4.4%	x	x	10.0	x	x	10.0
CCC(C)[C@H](NC(=O)NCCCN1CCOCC1)C(=O)OC (some centres undefined)	i	-4.5%	-5.1%	7.2%	-8.1%	12.0	8.1%	-8.6%	9.0

Screens deposited in PubChem by several laboratories.
